# Cneo AK release: Cryptococcus neoformans lysis via adenylate kinase release; C. neoformans lysis, adenylate kinase release luminescence, 4 h; normalised: neutral wells 0, clomiphene wells 100; lysis activity, % at 15 µM; 0.2% of 360,000 active; AID 651654;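 active = mean lysis activity across replicates of at least 80%, whatever share of replicates individually reach that level; inactive = mean lysis activity below 80%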
#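 Signal: Adenylate kinase release luminescence | Assay system: Log-phase Cryptococcus neoformans yeast cells | Input: Cells at 5 × 10^6 per mL | Buffer or medium: Fresh YPD growth medium | Compound: Single dose | Schedule: Static 4 h at 37 °C with compound, 1 h detection | Controls: Clomiphene | Read-out: Luminescence rise reflecting yeast cell lysis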
# miR122 inh: inhibitors of miR-122 in Huh7 cells | activation (reporter increase), % at 12.5 µM | Huh7 miR-122 Renilla luciferase sensor, 48 h; neutral wells = 0, positive control = 100 | 0.3% of 340,000 active;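 active = mean replicate activation score at least 90 and every replicate individually at or above 90; inconclusive = only one of the two criteria met; inactive = neither criterion met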;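 also: higher luciferase means less miR-122 activity so hits act as miR-122 inhibitors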
# Casp6 inh: caspase-6 (human) enzyme inhibition. inhibition, % at 12.5 µM. purified caspase-6, Z-VEID-R110 cleavage fluorescence. P55212. 0.53% of 350,000 active;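 active = mean inhibition across replicates at least about 35%, with every replicate also reaching that limit, limit read from the data; inconclusive = only one of the two criteria met; inactive = neither criterion met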;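 also: 0% = median of neutral control wells and 100% = no fluorescence left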
# Target sequence (P55212 24-179 limits assumed): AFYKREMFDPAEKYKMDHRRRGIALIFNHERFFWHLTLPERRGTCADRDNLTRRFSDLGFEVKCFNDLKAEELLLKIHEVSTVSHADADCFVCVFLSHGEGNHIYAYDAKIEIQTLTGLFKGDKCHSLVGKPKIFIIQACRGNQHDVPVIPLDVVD
# Target sequence (P55212 194-293 limits assumed): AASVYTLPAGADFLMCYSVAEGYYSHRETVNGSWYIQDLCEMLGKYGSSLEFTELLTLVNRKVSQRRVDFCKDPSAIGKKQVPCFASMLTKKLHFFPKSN
# FN deposition inh: fibronectin deposition inhibition; AH1F fibroblasts, Alexa488-fibronectin deposition fluorescence, overnight; inhibition, % at 12.6 µM; 0.086% of 350,000 active;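 active = mean inhibition across replicates of 30% or more, regardless of how many single replicates reach that level; inconclusive = mean under 30% yet at least half of replicates reach 30%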;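 also: positive control wells lacked labelled fibronectin entirely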
#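 test system = AH1F fibroblasts assembling fluorescent fibronectin matrix | quantity = 10000 AH1F cells per well | buffer or medium = DMEM plus 2% serum, read in PBS | doses = single dose, pinned | incubation = 1 h cell attachment, overnight exposure to compound and label | detection = fluorescence at 485 nm excitation, 525 nm emission | read-out basis = inhibition from reduced deposited-fibronectin fluorescence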
# LGR2 inh: inhibitors of bursicon-induced Drosophila LGR2 receptor cAMP signaling. HEK293 LGR2, CRE-luciferase, bursicon-stimulated, 4 h. inhibition, % at 9.99 µM. 0.35% of 380,000 active. AID 720647;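 active = drop in luminescence signal, shown as inhibition above about 50% in the replicate tests, limit read from the data, passing the limit was not always enough; inconclusive = probably only some replicates passing the limit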;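 also: agonist challenge used bursicon conditioned medium at about half maximal strength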
# PGC1a acetyl inh: lowers PGC1a acetylation signal in U2OS cells | AlphaScreen anti-acetyl-lysine; with virally co-expressed GCN5 acetyltransferase | inhibition, % at 15.6 µM | 0.17% of 350,000 active | AID 651687;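 active = every replicate shows inhibition of at least 40%; inconclusive = mean inhibition at least 40% but some replicate below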;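 also: 0% = neutral control wells and 100% = positive control wells; some results beyond the cut were filed as inactive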
# EWS-Fli block: inhibitors of EWS/Fli oncoprotein transcriptional activity | AID 651661 | inhibition, % at 12.6 µM | A673 NR0B1-luciferase reporter, viability-normalised | 0.67% of 350,000 active;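 active = mean inhibition of at least 50% after viability correction, with every replicate also passing that limit; inconclusive = mean reaches 50% but only one of two replicates passes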;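 also: firefly luciferase signal divided by Alamar Blue viability fluorescence both relative to DMSO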
# PAX8 reporter: lowers PAX8-driven luciferase in RMG-I cells; RMG-I TPO-luciferase reporter, SteadyGlo, 24 h; inhibition, % at 12.6 µM; 1.2% of 360,000 active;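 active = mean replicate inhibition at least 60% with every replicate also reaching 60%; inconclusive = only one of the two criteria is met; inactive = mean below 60% and not all replicates reaching 60%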;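 also: luciferase light reporting Pax8 driven TPO promoter activity; plate controls were median of neutral control wells for no effect and mitoxantrone controls for full effect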
# * = called active by the depositor; u = inconclusive; x = not tested or not shown; [ ] = remark or other dose.
SMILES,Cneo AK release,miR122 inh,Casp6 inh,FN deposition inh,LGR2 inh,PGC1a acetyl inh,EWS-Fli block,PAX8 reporter
O=C(C1CCCC1)N1CCCCN2[C@H](C1)[C@@H](c1ccc(C#CC3CC3)cc1)[C@@H]2CO,0,-25[16.7 µM],-2,x,x,9,-6,-12
C=CCNC(=O)c1ccc(-c2cccc([N+](=O)[O-])c2)o1,-2,x,1,-10,-24,x,-46,-91
CCN(CC)C(=O)/C(=C\c1cccc([N+](=O)[O-])c1)NC(=O)c1ccco1,2,-5,x,-2,7,11,x,-5
Cc1ccc(-c2nc3c(=O)n(C)c4ccccc4c3o2)cc1,-5,1,x,2,x,-2,x,x
CC12CCC(C(=O)N(c3nccs3)C1=O)C2(C)C (centres undefined),-4,1,-3,-3,x,-2,5,6
CN1CCN(S(=O)(=O)c2ccc(SCCOc3ccccc3)nc2)CC1,-2,20,x,6,x,-18,x,-20
C[C@@H]1CN([C@H](C)CO)C(=O)Cc2cc(NC(=O)CCC(F)(F)F)ccc2O[C@H]1CN(C)Cc1ccc(C(=O)O)cc1,0,0[16.7 µM],2,x,-1,3,-6,3
CCC(=O)NC(=S)Nc1ccccc1C(=O)OC,3,-5,x,4,10,x,x,17
Cc1ccc(N)c([N+](=O)[O-])c1,0,2,-5,x,-7,7,-5,x
O=C(COC(=O)c1cccs1)c1ccc2c(c1)OCCO2,0,-4,-1,x,82*,9,-27,x
CCCOC(=O)c1ccc(NC(=O)CN(C)Cc2cccs2)cc1,-4,-4,-1,-86,-13,-1,-11,-4
O=C(C[C@@H]1CC[C@@H]2[C@H](COC[C@@H](O)CN2Cc2cccc(-c3ccncc3)c2)O1)N1CCCCC1,0,-10[16.7 µM],0,3,14,-14,12,-7
C[C@H](CO)N1C[C@H](C)[C@H](CN(C)S(=O)(=O)c2ccc(Cl)cc2)OCCCC[C@H](C)Oc2ccc(NS(=O)(=O)c3ccc(Cl)cc3)cc2C1=O,-12,-14[16.7 µM],x,-5,21,8,4,81*
COc1ccccc1NC(=O)CSc1nnc(C)n1CCc1ccccc1,3,-3,x,10,x,-15,x,10
Cc1ccc(S(=O)(=O)N2CCCCC2)cc1NC(=O)c1ccccc1Cl,1,19,12,1,26,-7,-1,-11
CCCN1C(=O)C(=O)N(CC(=O)N2c3ccccc3NC(=O)CC2C)C1=O (centres undefined),-3,-5,0,3,18,-1,4,18
C[C@@H]1CCCCO[C@H](CN(C)C(=O)Nc2ccc(F)cc2)[C@@H](C)CN([C@H](C)CO)C(=O)c2cc(NC(=O)Nc3cccc4ccccc34)ccc2O1,2,1[16.7 µM],3,4,22,-11,8,-5
COc1ccc(S(=O)(=O)Nc2cccc3c2O[C@H](CN(C)S(=O)(=O)c2c(C)noc2C)[C@@H](C)CN([C@@H](C)CO)C3=O)cc1,x,x,-2,x,10,-4,-7,-18
O=C(c1cnccn1)N1CC[C@@H]2[C@@H](CO)Nc3ccc(C#Cc4cccnc4)cc3[C@@H]21,56,-5[16.7 µM],0,-15,1,4,-4,2
N#Cc1sc2nc3c(c(-c4cccnc4)c2c1N)CCC3,3,4,4,x,-13,-8,x,x

# An excerpt from above in order of their number in PGC1a acetyl inh, largest number first:
SMILES | miR122 inh | Casp6 inh | LGR2 inh | PGC1a acetyl inh
Cc1ccc(N)c([N+](=O)[O-])c1 | 2 | -5 | -7 | 7
O=C(c1cnccn1)N1CC[C@@H]2[C@@H](CO)Nc3ccc(C#Cc4cccnc4)cc3[C@@H]21 | -5[16.7 µM] | 0 | 1 | 4
CN1CCN(S(=O)(=O)c2ccc(SCCOc3ccccc3)nc2)CC1 | 20 | x | x | -18

# Remaining list, next part
SMILES,Cneo AK release,miR122 inh,Casp6 inh,FN deposition inh,LGR2 inh,PGC1a acetyl inh,EWS-Fli block,PAX8 reporter
CCCNC(=O)CS(=O)(=O)Cc1nc(-c2ccccc2C)oc1C,1,10,-1,x,5,x,-2,-6
CCN(Cc1ccncc1)C(=S)NCc1ccccc1,x,x,-1,x,-8,-14,-5,-7
O=C1CCC(=O)N1OCCOc1ccccc1,4,-3,x,8,-1,1,-2,-2
C[C@H](CO)N1C[C@H](C)[C@H](CN(C)C(=O)C2CCCCC2)OCCCC[C@H](C)Oc2ccc(NC(=O)Nc3cccc4ccccc34)cc2C1=O,-4,-4[16.7 µM],-1,x,-3,3,1,6
CCc1ccc(S(=O)(=O)NCc2csc(-c3cccnc3)n2)s1,1,8,-2,4,-2,x,3,11
O=C1N[C@H](c2ccccc2)COCc2cn(nn2)CC[C@@H]1Cc1cccc(Cl)c1,4,x,-1,1,25,x,-7,-29
CCOc1ccc(/C=N/OCC(=O)Nc2cc(S(=O)(=O)N3CCOCC3)ccc2OC)cc1,2,-1,1,-4,7,13,20,10
Cc1ccc(-c2ccc([C@H]3[C@H]4CN(C(=O)Cc5ccccn5)CC(=O)N4[C@H]3CO)cc2)cc1,x,x,-3,x,14,5,-8,5
Cc1ccc(C(=O)Nc2nc3ccc(Cl)cc3s2)o1,-4,x,-1,-2,-47,5,-93,-269
O=C(NCc1cccs1)c1csc([C@H]2C[C@H](O)[C@@H](CO)O2)n1,0,-6,0,0,-5,4,-13,1
CC(C)CN(C(=O)c1cccs1)C1CCS(=O)(=O)C1 (centres undefined),x,-3,2,2,1,7,0,x
CCC(=O)N1CCCCN2[C@H](CO)[C@H](c3ccc(C#Cc4cccnc4)cc3)[C@H]2C1,-6,-3[16.7 µM],-5,x,-4,5,-2,16
Cc1noc(C)c1COc1ccccc1C(=O)N1CCN(S(=O)(=O)c2ccccc2Br)CC1,1,-1,2,-3,-5,-37,27,22
O=C(NNC(=S)NC(=O)c1ccccc1)c1cccc([N+](=O)[O-])c1,1,x,-4,2,7,x,9,11
COc1cccc(-n2c(-c3cccc(S(=O)(=O)N(C)C)c3)n[nH]c2=S)c1,x,-4,3,-6,4,u,-4,11
O=C(Nc1cccc(C(F)(F)F)c1)c1ccc(-c2ccc(F)c(F)c2)c2ccoc12,4,-1,0,1,-3,-4,7,-7
CC(C)(C)c1ccc(S(=O)(=O)Nc2ccccn2)cc1,-1,23,0,8,-15,-15,0,4
Cc1nn(C)cc1/C=N/O,-2,8,x,0,1,21,x,x
COc1ccc(C(=O)Nc2cc(C)nc3ccccc23)cc1OC,-2,-4,x,-4,x,-14,x,-5
COc1cc(C(=O)OCC#N)ccc1OCc1c(C)noc1C,-1,46,2,10,-5,-8,14,9

# An excerpt from above in order of number of heavy atoms, lowest first:
SMILES,Cneo AK release,miR122 inh,Casp6 inh,FN deposition inh,LGR2 inh,PGC1a acetyl inh,EWS-Fli block,PAX8 reporter
CC(C)(C)c1ccc(S(=O)(=O)Nc2ccccn2)cc1,-1,23,0,8,-15,-15,0,4
O=C(NNC(=S)NC(=O)c1ccccc1)c1cccc([N+](=O)[O-])c1,1,x,-4,2,7,x,9,11
Cc1noc(C)c1COc1ccccc1C(=O)N1CCN(S(=O)(=O)c2ccccc2Br)CC1,1,-1,2,-3,-5,-37,27,22

# New compounds follow:
SMILES,Cneo AK release,miR122 inh,Casp6 inh,FN deposition inh,LGR2 inh,PGC1a acetyl inh,EWS-Fli block,PAX8 reporter
CNC[C@H]1OCCCC[C@H](C)Oc2ccc(NC(=O)Nc3ccc4c(c3)OCO4)cc2C(=O)N([C@H](C)CO)C[C@@H]1C,x,0[16.7 µM],x,x,-7,2,-3,-2
CC1CCC2(CC1)NC(=O)N(CC(=O)NCc1ccc(Cl)cc1)C2=O (centres undefined),-1,7,-2,-4,-2,4,4,12
Cc1cccc(NC(=O)CCCN2C(=S)NC(C)(C)CC2C)c1C (centres undefined),-10,-9,0,0,5,0,-7,-3
O=C(NC1CCCCC1)c1ccc(CNc2c(N3CCOCC3)c(=O)c2=O)cc1,3,3,0,-2,6,-4,-1,4
Cc1c(C)c(C)c(C(=O)CCc2cccc(NC(=O)CCC(=O)O)c2)c(C)c1C,1,16,-2,-9,4,-5,4,10
CC1CCN(C(=O)Cn2c3ccccc3c3nc4n(c(=O)c32)CCCS4)CC1,13,-4,3,4,-6,-4,-3,13
COc1cc2c3c(c1OC)C1(C=CC(=O)C=C1)CC3N(C(=O)CCC(=O)O)CC2 (centres undefined),x,-7,4,9,11,x,3,10
Cc1csc(NC(=O)CSc2nc3[nH]ncc3c(=O)[nH]2)n1,x,x,2,8,2,-27,-9,2
CS(=O)(=O)c1ccc(C(=O)N2CC(=O)Nc3ccccc32)cc1,-1,x,5,-3,17,x,6,15
Cc1ccc(C)c(NS(=O)(=O)c2cc(C(=O)N3CCCC3)ccc2Cl)c1,x,x,-15,3,-26,6,3,9
Cc1ccc(S(=O)(=O)Nc2ccc3c(c2)C(=O)N([C@H](C)CO)C[C@H](C)[C@H](CN(C)S(=O)(=O)c2c(C)noc2C)OCCCC[C@H](C)O3)cc1,4,-6[16.7 µM],3,-7,5,-6,10,42
O=C1CN(C(=O)COc2ccc(Cl)c(Cl)c2)c2ccccc2N1,x,x,2,0,0,x,4,-56
O=c1c2c3nc4ccccc4nc3n(CC3CCCO3)c2ncn1CCc1ccccc1 (centres undefined),16,1,x,x,-23,-8,x,x
CCNS(=O)(=O)c1cccc(C(=O)c2c(C)cc3ccccn23)c1,x,63,x,-8,4,x,x,3
O=C(Nc1ccccc1F)N1C[C@H]2[C@@H](c3ccccc31)[C@H](CO)N2C(=O)Nc1ccccc1,1,33[16.7 µM],0,x,-17,0,-24,-45
O=C(Nc1ccc(C(=O)N2CCCCC2)cc1)c1ccc([N+](=O)[O-])cc1,4,-3,-7,x,-1,-9,x,8
O=C(c1ccccc1)N1CC[C@@H]2[C@H]1c1cc(C#Cc3cccnc3)ccc1N[C@@H]2CO,-7,4[16.7 µM],0,3,-9,-18,2,-6
CCCOc1ccc(N/C=C/C(=O)c2ccc(OC)c(OC)c2)cc1,11,-6,-2,-3,-16,-2,-6,17
O=C(NCC(F)(F)F)[C@@H]1[C@@H](CO)[C@@H]2Cn3c(cccc3=O)[C@H]1N2CC1CCCC1,x,x,-2,-2,1,7,-11,x
Fc1cccc(CN2CCN(Cc3nc(CCc4ccccc4)no3)CC2)c1,x,-12,1,4,-16,-13,-1,16
CCOc1ncccc1C(=O)OCc1ccc(C(=O)OC)cc1,x,x,1,-1,-85,x,-36,-197
CCN1CCN(C(=O)c2nn(C)c3c2CS(=O)(=O)c2ccccc2-3)CC1,2,1,-2,1,-1,0,x,0
COc1ccc(CN(C)C(=O)Cc2ccsc2)c(OC)c1OC,0,10,-2,6,4,-14,4,-1
COc1cccc(NC(=O)N(C)C[C@H]2Oc3cc(-c4cccc(C(=O)N(C)C)c4)ccc3S(=O)(=O)N([C@@H](C)CO)C[C@H]2C)c1,12,8[16.7 µM],2,x,-2,5,19,-8
Cc1ccccc1CC1(CO)CCCN(Cc2ccc3c(c2)OCCO3)C1 (centres undefined),x,x,4,-10,-7,x,11,-8
O=C(c1ccccn1)N1CC[C@@H]2[C@@H](CO)Nc3ccc(-c4ccccc4F)cc3[C@@H]21,-2,13[16.7 µM],x,-11,-7,5,4,12
COc1cccc(/C=N/NC(=O)c2nc(-c3ccccc3)cc(-c3ccccc3)n2)c1O,-2,1,x,8,24,-9,x,14
COc1cc(C(O)c2nc(-c3cccc(C(=O)O)c3)cs2)ccc1F (centres undefined),1,-5,-2,-2,-35,-6,4,4
Cc1sc2nc(CN3CCCCC3)nc(Cl)c2c1C,x,x,10,-5,4,x,x,-11
